# MT stabilize HCS: microtubule stabilization, imaging screen; HeLa tubulin immunostaining HCS, 24 h; share of cells brighter than vehicle mean+2SD; % tubulin-high responders, % at 10 µM; 200,000 compounds, 0.83% hits; AID 2205;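 active = plate Z-score above 3 for both tubulin-high and condensed-nucleus cell shares, with cell loss under 80%, at 10 µM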;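 also: anti alpha tubulin signal scored within the nucleus-defined area of each cell; some results filed as inactive read as strong as hits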
# Yfh1-off respiration: enhancers of respiration in Yfh1-depleted yeast, dose response, Friedreich's ataxia, plus single-dose screen (AID 1465) | S. cerevisiae Yfh1-off respiration, WST-1 reduction, 72 h; higher fold induction means a stronger effect | one-dose fold induction at 50 µM; EC50 in µM for titrated hits | 220,000 compounds, 0.074% hits;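 active = fold induction of absorbance versus untreated yeast above a set limit, then at least 30% activation at any dose in follow-up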;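 also: activators that raise dye reduction in frataxin-depleted yeast; strong numbers were not always called active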
# Hep lipid drop: modulators of hepatic lipid droplet formation | AML12 mouse hepatocytes, oleate lipid droplets, BODIPY imaging | 240,000 compounds, 0.4% hits | inhibition, % at 6.5 µM;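 active = lipid droplet intensity inhibited by at least 50%, with more than 500 cells counted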
#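 Material – mouse AML12 hepatocyte cell line, fixed after treatment · Compound dosing – one dose, 6.5 µM compound · Times – compound with oleate, overnight · Measured by – Image-based BODIPY and DAPI two-channel analysis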
# Dynein cargo inh: dynein cargo transport inhibition; 3617.4 mouse cells, GR-EGFP nuclear translocation imaging; test concentration mostly 20 µM; stimulated with dexamethasone, 1 µM; hits give low values; z-score, hits read low; 220,000 compounds, 0.47% hits; AID 1381;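 active = plate z-score of nuclear minus cytoplasmic receptor signal below a set negative limit, without overly bright fluorescence or cell loss, cut at about -3.5 in these data, passing the limit was not always enough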;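 also: z-score of nuclear minus cytoplasmic ring GR-EGFP intensity difference per well; some compounds called inactive have numbers as strong as hits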
#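 medium = tetracycline-free induction medium containing charcoal-stripped FBS | also added = 1.0 µM final dexamethasone stimulus | schedule = 48 h induction, 1 h compound, 30 min dex at 37 °C | technique = fixed, Hoechst-stained cells imaged at 10x for EGFP | measure = GR-EGFP nuclear translocation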
# Autophagy mod: modulators of autophagy | MEF GFP-LC3 puncta imaging; test concentration mostly 10 µM | calls only at 10 µM (by protocol) | 190,000 compounds, 0.98% hits | AID 463193;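 active = percentage of spot-positive cells more than 3 SD above its plate mean, without a fluorescence outlier flag or 80% toxicity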;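 also: spot-positive cell cutoff set from DMSO-treated cells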
# Insulin prom up: MIN6 insulin promoter up-regulation; MIN6 insulin promoter-GFP reporter, high-content imaging; hits give high values; z-score at 5 µM; 190,000 compounds, 0.3% hits; AID 1625;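 active = z-score above 3 at 5 µM with at least 500 cells counted in the well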
# CSM14.1 death rescue: protection against thapsigargin-triggered cell killing – 384-well, CSM14.1, ATP luminescence, primary screen (AID 1222); CSM14.1 thapsigargin-induced death rescue, ATP luminescence; higher % means a stronger effect; cellular ATP content (survival), % at 20 µM, or EC50 in µM where a hit was titrated; 190,000 tested, under 10 active;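 active = EC50 below 50 µM in the dose-response confirmation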;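 also: death triggered by thapsigargin at about 15 µM added after 2 h compound pretreatment; cell ATP read after overnight thapsigargin exposure of roughly 18 to 22 hours; normalized against plate controls of thapsigargin alone and 5% DMSO vehicle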
# P. falciparum M17LAP: P. falciparum M17LAP inhibitors, primary screen, biochemical, fluorogenic H-Leu-NHMec substrate, 1536-well (AID 1619); recombinant M17LAP, H-Leu-NHMec fluorogenic kinetic assay; higher % means a stronger effect; inhibition, % at 30 µM, or IC50 in µM where a hit was titrated; 220,000 compounds, 0.38% hits;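 active = compound inhibiting the enzyme by more than half at any dose during confirmatory dose-response retesting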;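 also: plate controls were full reaction with DMSO carrier for no effect and no enzyme background for full effect; strong numbers were not always called active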
# M1AAP inhibition: malaria alanyl aminopeptidase activity blockers – biochemical, fluorogenic H-Leu-NHMec substrate, 1536-well (AID 1445) | recombinant M1AAP, H-Leu-NHMec fluorogenic kinetic assay; higher % means a stronger effect | 220,000 compounds, 0.42% hits | inhibition, % at 30 µM; hits with a dose series show IC50 in µM;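 active = primary inhibition above the hit cutoff, then over 50% inhibition at one or more dose response concentrations, cut at about 23% in these data, passing the limit was not always enough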;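 also: plate controls were DMSO full reaction for no effect and no enzyme background for full effect; strong numbers were not always called active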
# Dynein cargo inh cytoplasmic EGFP: recorded beside Dynein cargo inh, whose call it bears; z-score; measured here: cytoplasmic GR-EGFP intensity; hits give high values
# Dynein cargo inh nuclear GR-EGFP: second read-out of Dynein cargo inh, no call of its own (marks repeat the call); z-score; measured here: nuclear GR-EGFP intensity;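 lower value marks the stronger effect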
# Dynein cargo inh cell count: also measured in Dynein cargo inh; calls as there; z-score; measured here: cell count per field
# Insulin prom up cell count: recorded beside Insulin prom up, whose call it bears; cell count; measured here: cytotoxicity, nuclei count;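 total cells summed across four imaged fields per well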
# Hep lipid drop cells 6.5 µM: second read-out of Hep lipid drop, no call of its own (marks repeat the call); cell count; measured here: cell count, cytotoxicity flag;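 cells counted across two imaged fields per well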
# MT stabilize HCS Hoechst-high %: also measured in MT stabilize HCS; calls as there; % Hoechst-high responders; measured here: nuclear condensation Hoechst responders;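 share of cells brighter than vehicle mean plus two SD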
# MT stabilize HCS cytotoxicity %: second read-out of MT stabilize HCS, no call of its own (marks repeat the call); toxicity, %; measured here: cytotoxicity by cell density;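 0% = mean cell density of plate MIN control wells and 100% = no cells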
# Autophagy mod cell loss 18 h: further read-out of Autophagy mod, marked with its call; toxicity, %; measured here: cell loss, nuclei count;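 cell loss after 18 h compound exposure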
# * hit, by the source's call; i = inactive; · = no result given.
# Below each SMILES – Autophagy mod	M1AAP inhibition	MT stabilize HCS Hoechst-high %	Dynein cargo inh cytoplasmic EGFP	Autophagy mod cell loss 18 h	Dynein cargo inh cell count	Dynein cargo inh	Insulin prom up	CSM14.1 death rescue	Insulin prom up cell count	MT stabilize HCS cytotoxicity %	Yfh1-off respiration	Dynein cargo inh nuclear GR-EGFP	P. falciparum M17LAP	Hep lipid drop	MT stabilize HCS	Hep lipid drop cells 6.5 µM
- O=C(NC1CCCCC1)C(c1ccc(Cl)cc1)N(C(=O)c1cnccn1)c1ccc2c(c1)OCO2 (centres undefined)
  i	6.5%	0.5	-0.274	-6.7	1.08	0.131	-0.7	·	1343	22.6	i	0.029	-3.3%	-8.0	2.6	650
- OCCN(CCO)CC(O)CN(c1ccccc1)c1ccccc1 (centres undefined)
  ·	4.3%	·	-0.252	·	1.64	-0.798	-0.05	·	1027	·	i	-0.497	-1.4%	-2.0	·	722
- COc1cccc(CNC(=O)CSCc2cnn(-c3ccccc3)c2-n2cccc2)c1
  i	12.8%	1.3	-0.0526	-7.7	0.583	-0.0722	-0.34	-4.0%	914	4.3	i	-0.0757	-9.5%	5.2	1.0	768
- CCOC(=O)c1sc(=S)n(-c2ccccc2Cl)c1C
  ·	-1.7%	·	-0.3	·	0.183	0.776	-0.43	·	1376	·	i	0.332	0.4%	-2.8	·	779
- CN1CCN(CC(=O)N2N=C(c3cccs3)CC2c2ccco2)CC1 (centres undefined)
  i	3.8%	1.8	-0.161	-5.7	-1.28	-0.442	0.16	-1.2%	1210	0.2	i	-0.135	11.0%	9.7	8.5	721
- O=C(Cc1ccccc1)NCCCN1CCN(CCCNC(=O)Cc2ccccc2)CC1
  i	6.8%	0.8	-0.289	-0.9	-0.183	1.36	·	-1.2%	·	8.1	i	1.14	12.3%	-3.1	3.5	712
- O=C(COc1ccccc1[N+](=O)[O-])Nc1ccc(NC(=O)c2cc3ccccc3o2)cc1
  i	-0.5%	1.7	-0.161	4.1	0.357	-0.635	1.32	-0.5%	1321	5.3	i	-0.396	0.6%	8.0	3.5	732
- COc1ccc(Cn2c(C3CC3)nc3ccc(NC(=O)c4ccco4)cc3c2=O)cc1
  i	17.3%	8.8*	-0.388	-2.3	0.614	-0.208	·	0.5%	·	11.8*	i	-0.111	4.1%	·	13.2*	·
- Cc1sc(NC(=O)C2CC=CCC2C(=O)O)c(C(=O)OC(C)C)c1C (centres undefined)
  i	3.9%	1.1	0.272	-7.3	0.167	-0.479	1.41	-1.8%	781	5.6	i	0.074	24.1µM*	17.1	1.1	790
- S=c1[nH]nc(C2COc3ccccc3O2)o1 (centres undefined)
  i	0.6%	4.0	-0.309	-6.0	0.362	0.681	0.62	-2.4%	1391	6.0	i	0.694	49.5%	·	6.0	·
- CC1(C(=O)NNC(=O)C2CCCCC2)CC1(Cl)Cl (centres undefined)
  ·	4.2%	·	-0.194	·	0.246	-0.461	0.47	·	1170	·	i	-0.214	17.1%	25.4	·	803
- COc1ccc(Br)cc1-c1nc(CCl)cs1
  i	3.3%	1.5	-0.0203	-13.3	-0.177	0.0716	-0.8	-1.1%	1553	7.2	i	0.224	-0.3%	11.3	2.8	670
- COc1ccccc1C(=O)Nc1ccc(NC(=O)c2ccco2)c(C)c1
  i	3.8%	2.3	-0.155	-6.2	-0.218	-0.401	0.52	-0.8%	1216	3.1	i	-0.817	2.8%	·	2.8	·
- CCOC(=O)N1CCN(C(=O)c2ccc(NC(=O)c3ccc(C)cc3)cc2)CC1
  i	13.5%	2.3	-0.257	-10.3	1.57	-1.05	·	-3.3%	·	7.3	i	-0.66	22.8%	-3.1	2.8	718
- O=C(Oc1ccc[nH]c1=O)c1cccc(Cl)c1
  ·	2.2%	·	-0.278	·	-0.329	0.466	-0.18	·	1401	·	i	-0.0274	-0.9%	11.1	·	784
- CCOC(=O)COc1cc2oc(=O)cc(C)c2cc1[N+](=O)[O-]
  i	1.4%	1.9	-0.148	13.0	1.1	-0.656	0.89	-1.6%	1477	2.4	i	-0.48	1.8%	-15.0	3.3	694
- Cc1nnc(SCc2cccc([N+](=O)[O-])c2)o1
  i	·	2.2	-0.187	-5.6	0.343	-0.503	-0.21	-1.0%	1496	3.3	i	0.164	·	16.1	4.6	678
- Cc1cccc(C)c1NC(=O)CSc1nnc(NC(=O)c2ccccc2C(=O)O)s1
  ·	4.6%	·	-0.249	·	0.407	-0.357	0.08	·	1148	·	i	0.465	19.1%	27.5	·	742
- COC(=O)Cc1csc(Nc2ccccc2Cl)n1
  i	1.0%	2.4	-0.258	-3.7	0.192	1.98	-0.5	-0.2%	1481	1.1	i	0.763	10.0%	-0.1	8.8	644
- CC(=O)N1N=C(c2ccccc2)OC1c1ccc([N+](=O)[O-])s1 (centres undefined)
  i	16.1%	2.3	-0.0262	1.9	0.364	-1.93	0.06	0.4%	1061	9.8	i	-0.8	5.5%	-3.8	3.1	694
- O=C(O)CC1(CC(=O)Nc2ccc(Cl)cc2C(=O)c2ccccc2)CCCC1
  ·	-0.1%	·	-0.231	·	0.596	-0.664	-0.21	·	1108	·	i	-0.37	5.3%	-15.0	·	579
- CC1(c2ccccc2)CC2CC(c3ccccc3)N1O2 (centres undefined)
  i	9.8%	2.7	0.00764	-41.2	1.14	-0.704	-0.07	1.1%	857	5.7	i	-0.539	-0.7%	23.8	3.3	792
- CCOc1ccccc1NC(=O)C(OC(=O)c1cc(C)oc1C)c1ccccc1 (centres undefined)
  i	3.2%	2.7	-0.0146	-5.5	-0.0406	0.727	0.81	-3.7%	1373	7.7	i	-0.0675	7.3%	10.5	1.7	656
- O=C(CCn1cnc2ccccc2c1=O)Nc1cccc(Cl)c1Cl
  i	-0.1%	3.2	-0.275	-9.4	-0.89	0.511	-0.03	-1.3%	1419	11.6	i	0.537	0.8%	-5.8	4.2	718
- O=C(Cc1ccc(Br)cc1)Nc1ncc([N+](=O)[O-])s1
  ·	1.7%	·	0.565	·	0.147	-0.274	0.76	·	897	·	i	0.49	-9.0%	-23.2	·	637
- C=CCC1C=C(Cc2ccccc2)CC(CC=C)N1 (centres undefined)
  i	5.2%	3.0	1.03	-12.6	-0.246	-0.21	2.68	-0.2%	1196	7.4	i	0.044	-20.1%	0.2	20.8	703
- Cc1cc(=O)n2[nH]c(SCc3ccc(Cl)cc3)nc2n1
  ·	4.4%	·	-0.244	·	-0.0864	-0.00275	0.17	·	1330	·	i	-0.261	9.5%	6.0	·	602
- O=C(O)COc1ccc(/C=N/Nc2nc(Nc3ccccc3)nc(N3CCCCC3)n2)cc1
  i	5.9%	2.9	-0.235	-6.0	-0.604	0.479	-0.1	-1.7%	1146	5.8	i	0.401	13.2%	-30.3	2.1	651
- Cn1nnnc1SCC(=O)Nc1cc(C(=O)O)cc(C(=O)O)c1
  i	11.2%	1.3	0.232	-6.7	0.207	-1.03	-0.22	2.7%	836	7.9	i	-0.0427	-11.4%	-3.1	3.0	774
- Cc1nc2n[nH]c(N)c2c2c1COC(C)(C)C2
  i	8.2%	1.4	-0.351	3.5	0.975	-0.573	-0.12	-0.7%	995	3.3	i	0.354	3.1%	·	5.4	·
- O=C1NC(c2ccccc2)CCC1(Cl)Cl (centres undefined)
  i	11.6%	3.5	-0.328	4.0	0.96	-0.347	0.92	-1.6%	1087	9.3	i	-0.519	7.0%	-13.1	2.8	713
- CN(C)C(=O)N1CCC(C(=O)NCc2ccc3c(c2)OCO3)CC1
  i	5.1%	1.2	-0.0966	-0.7	-0.914	1.02	0.73	-1.1%	842	9.3	i	0.551	2.7%	2.2	1.7	804
- COC(=O)c1c(NC(=O)CN2CCC3(O)CCCCC3C2c2ccc(F)cc2)sc(C)c1C (centres undefined)
  i	-2.9%	2.6	-0.0775	3.5	0.291	-0.0533	-0.1	-0.6%	1383	2.2	i	-0.343	-0.4%	-8.3	3.8	582
- Cc1ccc(-n2c(N)c(C(=O)N3CCOCC3)sc2=S)cc1
  i	-1.8%	1.7	-0.0396	7.5	-0.164	-1.45	-0.12	-1.4%	1456	2.4	i	-0.598	16.2%	5.7	1.4	653
- Cc1cccc(N=C2NC(=O)S/C2=C\c2ccco2)c1
  i	8.6%	2.3	0.00495	24.1	-5.43	-0.747	-1.36	2.7%	1363	4.8	i	-0.289	4.0%	-5.7	4.3	529
- COc1ccc(Cl)cc1NC(=O)CSc1ncnc2c1oc1ccccc12
  i	-1.1%	2.0	-0.279	4.1	-0.0688	-0.583	0.08	-2.2%	1200	7.1	i	0.517	7.2%	8.0	2.7	780
- COC(=O)c1ccccc1NC(=O)CCS(=O)(=O)c1ccc(Br)cc1
  i	-0.1%	1.1	-0.254	16.8	-0.244	0.00624	-0.18	-0.8%	1601	0.3	i	0.369	0.9%	-9.1	2.2	698
- CCCN1CCCc2cc(CN(CCCN3CCOCC3)C(=O)Nc3ccc(OCC)cc3)ccc21
  i	9.3%	2.2	-0.145	2.1	0.558	-0.388	-1.11	0.5%	704	9.8	i	-0.107	15.7%	16.1	1.7	795

# Screens from PubChem BioAssay.
